PAX8 reporter: inhibitors of PAX8 transcriptional activity in RMG-I cells; RMG-I TPO-luciferase reporter, SteadyGlo, 24 h; inhibition, % at 12.6 µM; hit rate 1.2% among 360,000; AID 652154;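 active = mean replicate inhibition at least 60% with every replicate also reaching 60%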;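 also: luciferase light reporting Pax8 driven TPO promoter activity; plate controls were median of neutral control wells for no effect and mitoxantrone controls for full effect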
Casp6 inh: caspase-6 (human) enzyme inhibition | inhibition, % at 12.5 µM | hit rate 0.53% among 350,000 | AID 686996 | purified caspase-6, Z-VEID-R110 cleavage fluorescence | P55212;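 active = mean inhibition across replicates at least about 35%, with every replicate also reaching that limit, limit read from the data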;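 also: 0% = median of neutral control wells and 100% = no fluorescence left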
Target sequence (P55212 24-179 limits assumed): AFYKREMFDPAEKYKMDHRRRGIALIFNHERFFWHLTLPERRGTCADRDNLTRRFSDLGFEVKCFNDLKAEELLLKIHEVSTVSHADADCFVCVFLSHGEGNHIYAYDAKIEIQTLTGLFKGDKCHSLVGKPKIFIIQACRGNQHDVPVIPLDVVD
Target sequence (P55212 194-293 limits assumed): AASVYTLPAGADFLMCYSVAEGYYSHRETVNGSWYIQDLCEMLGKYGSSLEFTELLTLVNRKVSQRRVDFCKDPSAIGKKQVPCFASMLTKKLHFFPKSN
EWS-Fli inh: inhibitors of EWS/Fli oncoprotein transcriptional activity; hit rate 0.67% among 350,000; inhibition, % at 12.6 µM; A673 NR0B1-luciferase reporter, viability-normalised;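 active = mean inhibition of at least 50% after viability correction, with every replicate also passing that limit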;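 also: firefly luciferase signal divided by Alamar Blue viability fluorescence both relative to DMSO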
PGC1a acetyl inh: lowers PGC1a acetylation signal in U2OS cells | AlphaScreen anti-acetyl-lysine; with virally co-expressed GCN5 acetyltransferase | AID 651687 | inhibition, % at 15.6 µM | hit rate 0.17% among 350,000;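 active = every replicate shows inhibition of at least 40%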;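 also: 0% = neutral control wells and 100% = positive control wells; some results beyond the cut were filed as inactive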
FN deposition inh: fibronectin deposition inhibition; AH1F fibroblasts, Alexa488-fibronectin deposition fluorescence, overnight; inhibition, % at 12.6 µM; hit rate 0.086% among 350,000;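 active = mean inhibition across replicates of 30% or more, regardless of how many single replicates reach that level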;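 also: positive control wells lacked labelled fibronectin entirely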
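Material: AH1F fibroblasts assembling fluorescent fibronectin matrix; amount: 10000 AH1F cells/well; medium: DMEM, 2% serum; reagent: Alexa488-fibronectin, 24 nM final in well; dosing: single compound dose, delivered by pin transfer; incubation: 1 h adhesion, overnight exposure; detection: fluorescence after three HBSS washes, excitation 485 nm, emission 525 nm; measure: fibronectin deposition inhibition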
LGR2 inh: blocks bursicon-induced cAMP signaling via Drosophila LGR2; inhibition, % at 9.99 µM; HEK293 LGR2, CRE-luciferase, bursicon-stimulated, 4 h; AID 720647; hit rate 0.35% among 380,000;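 active = drop in luminescence signal, shown as inhibition above about 50% in the replicate tests, limit read from the data, passing the limit was not always enough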;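 also: agonist challenge used bursicon conditioned medium at about half maximal strength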
miR-122 sensor: blocks miR-122 activity in Huh7 sensor cells. Huh7 miR-122 Renilla luciferase sensor, 48 h; neutral wells = 0, positive control = 100. activation (reporter increase), % at 12.5 µM. hit rate 0.3% among 340,000;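 active = mean replicate activation score at least 90 and every replicate individually at or above 90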;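 also: higher luciferase means less miR-122 activity so hits act as miR-122 inhibitors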
Cneo AK release: causes C. neoformans cell lysis; adenylate kinase release luminescence, 4 h; normalised: neutral wells 0, clomiphene wells 100; lysis activity, % at 15 µM; hit rate 0.2% among 360,000;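 active = mean lysis activity across replicates of at least 80%, whatever share of replicates individually reach that level; inactive = mean lysis activity below 80%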
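Material – log-phase Cryptococcus neoformans yeast cells · Input – 5 × 10^6 yeast cells/mL · Medium – fresh YPD growth medium · Doses – single compound concentration per well · Timing – static 4 h at 37 °C with compound, 1 h detection · Detection – adenylate kinase release luminescence · Read-out – signal increase indicating cell lysis · Control set – Clomiphene as positive lysis control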
Numbers without * were called inactive; · = no result given; [ ] = dose if it differs, or a comment.

Start of the listing, in advance:
| No. | structure | PAX8 reporter | Casp6 inh | EWS-Fli inh | PGC1a acetyl inh | FN deposition inh | LGR2 inh | miR-122 sensor | Cneo AK release |
| --- | --- | --- | --- | --- | --- | --- | --- | --- | --- |
| 1 | CCc1ccc(Nc2ncc3c(n2)CC(c2ccco2)CC3=O)cc1 (stereo unspecified) | · | · | · | 2 | -16 | · | -5 | 9 |
| 2 | Cc1ccc(NC(=S)N(CCN(C)C)Cc2cccs2)cc1 | 14 | -1 | 20 | 4 | -2 | -1 | 5 | 2 |

The listing (from the top)
| No. | structure | PAX8 reporter | Casp6 inh | EWS-Fli inh | PGC1a acetyl inh | FN deposition inh | LGR2 inh | miR-122 sensor | Cneo AK release |
| --- | --- | --- | --- | --- | --- | --- | --- | --- | --- |
| 1 | CCc1ccc(Nc2ncc3c(n2)CC(c2ccco2)CC3=O)cc1 (stereo unspecified) | · | · | · | 2 | -16 | · | -5 | 9 |
| 2 | Cc1ccc(NC(=S)N(CCN(C)C)Cc2cccs2)cc1 | 14 | -1 | 20 | 4 | -2 | -1 | 5 | 2 |
| 3 | CO[C@H]1CN(C)C(=O)c2ccc(NS(=O)(=O)c3ccc(C)cc3)cc2OC[C@H](C)N(C)C[C@H]1C | -3 | 0 | -8 | · | -2 | -41 | 1[16.7 µM] | -4 |
| 4 | C[C@H](CO)N1C[C@H](C)[C@@H](CN(C)S(=O)(=O)c2ccc(F)cc2)Oc2ccc(NS(=O)(=O)c3ccc(F)cc3)cc2CC1=O | 8 | 0 | 7 | -7 | · | 3 | 7[16.7 µM] | -5 |
| 5 | O=[N+]([O-])c1ccc2[nH]c3c(c2c1)CCCC3 | 0 | 2 | -32 | · | -4 | 12 | -17 | -3 |
| 6 | Cc1ccccc1-c1ccc([C@@H]2[C@H](CO)N3CCCCN(C(=O)Nc4ccccc4)C[C@@H]23)cc1 | -9 | -2 | 10 | -15 | · | 1 | 11[16.7 µM] | 4 |
| 7 | Cc1ccc(NC(=O)C2CC(=O)N(CCc3ccccc3)C2)c(C)c1 (stereo unspecified) | 9 | -2 | -2 | 0 | 2 | 12 | -5 | -1 |
| 8 | Cc1cccc(C)c1NC(=O)CN(C)C(=O)CCc1nc2sc3c(c2c(=O)[nH]1)CCCC3 | 1 | 12 | 4 | 0 | -7 | -9 | 4 | 1 |
| 9 | COc1ccc(CC(=O)OCC(=O)N2CCN(S(=O)(=O)c3ccc(C)cc3C)CC2)cc1OC | 16 | -1 | 5 | · | -3 | 10 | 1 | 1 |
| 10 | C=CCNc1nc(C2(C)CC3(CC(C)OC3=O)C(=O)O2)cs1 (stereo unspecified) | -3 | · | · | -2 | 6 | · | -10 | 0 |
| 11 | O=C(NC1CCCCC1)N1CCN(c2ccccc2Cl)CC1 | -4 | 0 | -12 | · | -5 | 1 | · | 29 |
| 12 | O=C(NNc1nc(-c2ccccc2)cs1)c1ccco1 | -7 | · | · | 2 | -4 | -9 | 0 | 8 |

Given with each value named: entries from further up.
#9 COc1ccc(CC(=O)OCC(=O)N2CCN(S(=O)(=O)c3ccc(C)cc3C)CC2)cc1OC
  PAX8 reporter = 16
  Casp6 inh = -1
  EWS-Fli inh = 5
  PGC1a acetyl inh = ·
  FN deposition inh = -3
  LGR2 inh = 10
  miR-122 sensor = 1
  Cneo AK release = 1

#10 C=CCNc1nc(C2(C)CC3(CC(C)OC3=O)C(=O)O2)cs1 (stereo unspecified)
  PAX8 reporter = -3
  Casp6 inh = ·
  EWS-Fli inh = ·
  PGC1a acetyl inh = -2
  FN deposition inh = 6
  LGR2 inh = ·
  miR-122 sensor = -10
  Cneo AK release = 0

#11 O=C(NC1CCCCC1)N1CCN(c2ccccc2Cl)CC1
  PAX8 reporter = -4
  Casp6 inh = 0
  EWS-Fli inh = -12
  PGC1a acetyl inh = ·
  FN deposition inh = -5
  LGR2 inh = 1
  miR-122 sensor = ·
  Cneo AK release = 29

#12 O=C(NNc1nc(-c2ccccc2)cs1)c1ccco1
  PAX8 reporter = -7
  Casp6 inh = ·
  EWS-Fli inh = ·
  PGC1a acetyl inh = 2
  FN deposition inh = -4
  LGR2 inh = -9
  miR-122 sensor = 0
  Cneo AK release = 8

Continued.
| No. | structure | PAX8 reporter | Casp6 inh | EWS-Fli inh | PGC1a acetyl inh | FN deposition inh | LGR2 inh | miR-122 sensor | Cneo AK release |
| --- | --- | --- | --- | --- | --- | --- | --- | --- | --- |
| 13 | COC(=O)[C@H]1C[C@H]1[C@@H](NC(=O)c1ccc[nH]1)c1ccccc1 | -4 | 0 | 11 | -19 | 9 | -24 | 2 | 4 |
| 14 | Cc1cccc(NC(=O)COc2ccccc2C)n1 | · | · | · | -5 | -10 | · | -2 | -1 |
| 15 | C/C(CCc1ccc2c(c1)OCO2)=N\NC(=O)c1ccccc1Br | -7 | 2 | -8 | · | · | 5 | · | · |
| 16 | COc1ccc(CN(C)C[C@H]2Oc3ccc(NC(=O)C4CC4)cc3CC(=O)N([C@@H](C)CO)C[C@H]2C)cc1 | 9 | 2 | -12 | -6 | · | 4 | 3[16.7 µM] | 5 |
| 17 | C[C@H](O)C#Cc1ccc2c(c1)O[C@@H](CN(C)CC1CCCC1)[C@H](C)CN([C@H](C)CO)S2(=O)=O | 1 | 6 | 19 | -20 | -5 | -4 | 41[16.7 µM] | 2 |
| 18 | COCCNC(=O)C[C@H]1C[C@@H]2c3cc(NC(=O)Nc4ccc(OC)cc4)ccc3O[C@@H]2[C@H](CO)O1 | -36 | 2 | 4 | -4 | -34 | 29 | 27[16.7 µM] | -3 |
| 19 | CCCNC(=O)Cc1ccc(N2C(=O)CSC2c2ccccc2)cc1 (stereo unspecified) | -27 | -4 | -2 | -4 | · | · | · | -1 |
| 20 | Cc1cc(O)c(C2(C(F)(F)F)NCCNC2=O)cc1C (stereo unspecified) | 17 | · | · | · | 3 | · | -1 | 5 |
| 21 | NC(=O)NCC#Cc1ccc2c(c1)[C@]1(C(=O)N2)[C@H](c2ccccc2OCCO)N2[C@H](c3ccccc3)[C@H](c3ccccc3)OC(=O)[C@H]2[C@@H]1C(=O)N1CCCCCCC1 | 23 | -3 | 1 | 9 | · | · | · | 3 |
| 22 | Brc1ccc2oc3c(N4CCOCC4)ncnc3c2c1 | · | -3 | -58 | -19 | · | -10 | 7 | -1 |
| 23 | CCOC(=O)Cc1csc(NC(=O)CS(=O)(=O)Cc2ccccc2)n1 | 8 | · | · | 7 | 4 | · | 2 | 2 |
| 24 | Nc1ncnc2c1ncn2[C@@H]1O[C@H](COP(=O)(O)O)[C@@H](O)[C@H]1O | -13 | · | -4 | 5 | 3 | -29 | 8 | -3 |

| No. | structure | PAX8 reporter | Casp6 inh | EWS-Fli inh | PGC1a acetyl inh | FN deposition inh | LGR2 inh | miR-122 sensor | Cneo AK release |
| --- | --- | --- | --- | --- | --- | --- | --- | --- | --- |
| 25 | COc1ccc(CN2[C@@H](CC(=O)O)c3ccccc3S2(=O)=O)cc1 | 1 | -2 | 4 | · | 2 | 28 | · | -7 |
| 26 | CN(CCOc1ccc(Cl)cc1)C(=O)CN1C(=O)NC2(CCCC2)C1=O | · | 0 | 5 | · | 1 | -10 | · | · |
| 27 | C[C@@H]1CN([C@@H](C)CO)C(=O)c2cc(NS(=O)(=O)c3ccccc3)ccc2O[C@@H](C)CCCCO[C@H]1CN(C)S(=O)(=O)c1cccs1 | 22 | 1 | 6 | 1 | -6 | 0 | 55[16.7 µM] | 3 |
| 28 | Cn1cc(S(=O)(=O)N2CCCC(C(=O)O)C2)cn1 (stereo unspecified) | 0 | 4 | 6 | 2 | 6 | · | -8 | 4 |
| 29 | COc1cc(C(=O)OCC(=O)NC(C)CCc2ccccc2)cc(OC)c1OC (stereo unspecified) | 0 | -1 | 11 | 0 | 2 | -16 | 5 | 1 |
| 30 | CCCCn1c(=O)c(CCC(=O)OC(C)C(=O)Nc2cccc(Cl)c2Cl)nc2ccccc21 (stereo unspecified) | 36 | -2 | 7 | 7 | -3 | · | -12 | -1 |
| 31 | COc1ccccc1N1CCN(S(=O)(=O)c2cc(-c3cc(C)no3)ccc2C(C)C)CC1 | 1 | -1 | · | 5 | -21 | 5 | -4 | -1 |
| 32 | Cc1cc(N2CCC(C)CC2)nc(-c2ccccc2O)n1 | -10 | -4 | 8 | · | -8 | 2 | 4 | · |
| 33 | CC(C)N=Cc1c(O)[nH]c2ccccc12 | · | · | · | -69 | -5 | 19 | 8 | -1 |
| 34 | C[C@@H]1CN([C@@H](C)CO)C(=O)c2cccc(NS(=O)(=O)c3ccc(Cl)cc3)c2O[C@H]1CN(C)S(=O)(=O)c1ccccc1 | 2 | · | 1 | 0 | · | 22 | -1[16.7 µM] | 53 |
| 35 | COc1ccccc1C(=O)NCCc1c(C)[nH]c2c(C)ccc(F)c12 | 7 | -1 | 1 | -7 | 11 | 19 | · | · |
| 36 | C/C(N)=C(/C#N)C(=O)COC(=O)c1cc(S(=O)(=O)N2CCCCC2)ccc1C | 2 | · | · | 30 | 1 | · | 2 | 4 |

| No. | structure | PAX8 reporter | Casp6 inh | EWS-Fli inh | PGC1a acetyl inh | FN deposition inh | LGR2 inh | miR-122 sensor | Cneo AK release |
| --- | --- | --- | --- | --- | --- | --- | --- | --- | --- |
| 37 | O=C(Nc1ccc2oc(-c3ccncc3)nc2c1)c1ccccc1 | -7 | -4 | -15 | -3 | 1 | -11 | -10 | -4 |
| 38 | Cn1c2ccccc2c(=O)c2c(=O)n(Cc3ccccc3)c(-c3ccc(F)cc3)nc21 | 0 | -2 | 9 | · | -3 | -5 | · | · |
| 39 | CN1CCN(Cc2nc3ccccc3c(=O)n2Cc2nc(-c3cccc([N+](=O)[O-])c3)cs2)CC1 | 28 | -6 | -6 | -18 | -8 | -1 | -7 | · |
| 40 | O=C(Cc1ccccc1)c1ccccn1 | · | 3 | 4 | 2 | -1 | 9 | 9 | · |
| 41 | CCc1ccc2c(c1)C(c1ccc(N3CCOCC3)cc1)=NNC(c1ccncc1)=N2 | 10 | -1 | 7 | · | -12 | 22 | · | · |
| 42 | CCCNC(=O)C1(C)CCCN(Cc2ccc(-c3ccccn3)cc2)C1 (stereo unspecified) | -10 | -10 | -1 | · | 3 | -8 | -4 | -1 |

From PubChem
